# C8 TRAIL sens: caspase-8 TRAIL sensitization; NB7+C8 cells + TRAIL, ATPlite viability luminescence; inhibition (viability loss, TRAIL sensitization), % at 10 µM; actives 1% (n = 360,000); AID 624354;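 active = compounds causing at least 50% loss of cell viability in the single-dose screen, relative to plate controls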
# SRC3 inh: inhibitors of human steroid receptor coactivator 3 (SRC3); Q9Y6Q9; HEK293 GAL4-SRC3 luciferase reporter, luminescence; inhibition, % at 3.6 µM; actives 0.17% (n = 360,000); AID 588352;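 active = inhibition above a per-campaign cutoff, the mean of all compounds plus 3 SD, cut at about 60% in these data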;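 also: 0% = DMSO-treated cells and 100% = gossypol-treated cells at 36 µM; higher means less SRC3-driven luciferase light from the GAL4 reporter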
# NOD2-RIPK2 inh: inhibitors of human NOD2-RIPK2 interaction | O43353 | CHO BLA complementation NOD2-RIPK2, CCF4 ratio | inhibition, % at 4.98 µM | actives 0.38% (n = 360,000); in the data active = inhibition above about 21%;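 also: 0% = vehicle only and 100% = reference blocker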
# Target sequence (O43353 whole entry, looked up): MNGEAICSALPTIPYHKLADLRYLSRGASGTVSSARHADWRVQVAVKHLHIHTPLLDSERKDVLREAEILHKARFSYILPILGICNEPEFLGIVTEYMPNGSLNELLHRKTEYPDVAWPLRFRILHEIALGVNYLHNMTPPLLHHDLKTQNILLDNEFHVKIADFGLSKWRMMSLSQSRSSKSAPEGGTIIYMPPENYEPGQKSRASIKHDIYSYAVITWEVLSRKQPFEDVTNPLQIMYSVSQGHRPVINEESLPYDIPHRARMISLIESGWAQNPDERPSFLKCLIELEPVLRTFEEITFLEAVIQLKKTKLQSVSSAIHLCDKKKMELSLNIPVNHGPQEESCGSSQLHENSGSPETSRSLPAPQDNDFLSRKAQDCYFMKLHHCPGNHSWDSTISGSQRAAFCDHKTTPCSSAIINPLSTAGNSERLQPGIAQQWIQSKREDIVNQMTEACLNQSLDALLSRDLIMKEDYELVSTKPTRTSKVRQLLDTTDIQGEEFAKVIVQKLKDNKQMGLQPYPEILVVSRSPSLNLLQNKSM
# TROY NFkB inh: inhibitors of TROY-dependent NF-kB signaling; Q293 LMP1-TROYcd NF-kB luciferase reporter, 4 h; inhibition, % at 10 µM; actives 0.98% (n = 360,000); AID 1347056;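 active = compounds whose plate-normalised and pattern-corrected inhibition of the luciferase reporter signal at the single screening dose is 50% or more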
# SRC1 inh: human NCOA1 inhibition; Q15788; AID 588354; inhibition, % at 3.6 µM; HEK293 GAL4-SRC1 luciferase reporter, luminescence; actives 0.12% (n = 360,000);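 active = inhibition above the campaign mean plus 3 SD, with each screening campaign given its own cutoff, cut at about 60% in these data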;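 also: 0% = DMSO treated cells and 100% = gossypol at 36 µM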
# NR2F2 inh: blocks human COUP-TFII nuclear receptor. P24468. HEK293T NGFI-A luciferase reporter, luminescence. inhibition, % at 8.6 µM. actives 0.7% (n = 370,000);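 active = inhibition above a per-plate cutoff, mean inhibition of test wells between control levels plus 3 SD, cut at about 38% in these data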;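 also: cells cotransfected with COUP-TFII expression vector driving the NGFI-A reporter; 0% = median of COUP-TF2 test wells and 100% = reporter-only cells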
# Target sequence (P24468 whole entry, looked up): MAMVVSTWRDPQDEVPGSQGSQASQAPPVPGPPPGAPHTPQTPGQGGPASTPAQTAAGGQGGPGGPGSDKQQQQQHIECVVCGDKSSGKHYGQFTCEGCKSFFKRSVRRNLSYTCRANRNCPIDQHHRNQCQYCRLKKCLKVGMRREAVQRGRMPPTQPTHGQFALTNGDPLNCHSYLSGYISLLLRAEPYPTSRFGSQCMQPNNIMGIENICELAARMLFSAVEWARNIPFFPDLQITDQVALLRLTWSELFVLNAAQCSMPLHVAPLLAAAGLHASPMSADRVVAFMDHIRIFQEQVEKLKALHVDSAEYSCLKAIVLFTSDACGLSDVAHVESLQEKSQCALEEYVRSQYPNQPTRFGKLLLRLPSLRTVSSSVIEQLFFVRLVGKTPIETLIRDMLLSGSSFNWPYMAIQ
# TWEAK Fn14 block: blocks TWEAK-Fn14 interaction in a reporter cell assay; TWEAK-stimulated Fn14 reporter cells, luciferase luminescence, 8 h; inhibition, % at 10 µM; actives 2% (n = 360,000); AID 1159606; in the data active = inhibition above about 50%
# LMP1 NFkB inh: inhibitors of Epstein-Barr LMP1-induced NF-kappaB reporter | actives 0.69% (n = 350,000) | inhibition, % at 12.5 µM | LMP1-induced NF-kappaB luciferase reporter cells, luminescence; in the data active = inhibition above about 41%; inconclusive = no clear call, values can overlap the other calls;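 also: 0% = neutral control wells and 100% = reference inhibitor control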
# LRH-1 inv ag: suppresses constitutive activity of human LRH-1; O00482; HEK293T StAR-luciferase reporter, LRH-1 transfected, 24 h; inhibition, % at 3.6 µM; actives 0.13% (n = 360,000);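 active = inhibition above the mean inhibition of all tested compounds plus 3 SD, cut at about 73% in these data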;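 also: 0% = DMSO wells and 100% = reporter-only cells lacking LRH-1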
# NCOA2 inhibitor: human SRC2 (NCOA2) inhibition; Q15596; HEK293 GAL4-SRC2 luciferase reporter, luminescence; inhibition, % at 9 µM; actives 0.17% (n = 370,000); AID 651957;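 active = inhibition above the mean inhibition of all tested compounds plus 3 SD, set per campaign, cut at about 52% in these data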;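 also: 0% = DMSO treated cells and 100% = cells given Gossypol at 36 µM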
# TLR9-MyD88 inh: inhibitors of human TLR9-MyD88 binding; AID 504734; inhibition, % at 4.98 µM; Q9NR96+Q99836; CHO BLA complementation TLR9-MyD88, CCF4 FRET ratio; actives 0.21% (n = 340,000);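 active = inhibition above the mean over all tested compounds plus 3 SD, cut at about 21% in these data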;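 also: 0% = DMSO only wells and 100% = clavulanate BLA inhibitor control wells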
# The depositor's hits bear a star; ? = inconclusive; / = not tested or not shown. This is a subset (hit frequency here may not be typical).
molecule	C8 TRAIL sens	SRC3 inh	NOD2-RIPK2 inh	TROY NFkB inh	SRC1 inh	NR2F2 inh	TWEAK Fn14 block	LMP1 NFkB inh	LRH-1 inv ag	NCOA2 inhibitor	TLR9-MyD88 inh
Cc1[nH]n(-c2ccccc2)c(=O)c1C(=O)c1ccc([N+](=O)[O-])cc1	-4	14	6	-26	-8	-14	13	-3	15	17	-6
COc1ccccc1OCCn1c(=O)oc2ccc(C)cc21	10	26	-5	-22	-14	18	13	-6	9	-6	-7
CCn1nc(C)c(CNC(=O)CCc2nnc(-c3ccc(C(C)=O)s3)o2)c1C	-3	10	2	-12	0	7	-8	14	-15	5	-6
c1cncc(-c2ccc3ncnc(NCc4cccs4)c3c2)c1	4	-25	3	11	5	-20	20	21	11	-16	-27
CN(CC(=O)Nc1ccc(F)cc1)CC(=O)Nc1ccc(Cl)c(S(=O)(=O)N2CCOCC2)c1	-18	3	-3	9	7	22	-10	2	3	-18	-1
Cn1c(CO)cnc1SCc1ccc(Cl)cc1	-23	-18	2	-40	-41	-16	27	-6	-7	-10	-2
CCCCCc1ccc(-c2cn(CCCOCc3ccccc3)nn2)cc1	6	13	-4	-12	13	-7	-5	7	-16	7	-8
C[C@H](NC(=O)C[C@@H]1C=C[C@@H](NC(=O)CN2CCOCC2)[C@@H](CO)O1)c1ccccc1	-3	/	-2	/	/	-10	/	/	19	-1	/
CS(=O)(=O)N(CC(=O)Nc1c(F)cccc1F)c1ccc(C23CC4CC(CC(C4)C2)C3)cc1	0	6	-9	20	15	1	21	2	-9	10	-1
CCN(CC)CCN(Cc1cc2cc3c(cc2[nH]c1=O)OCCO3)C(=S)NCC1CCCO1 (configuration not stated)	5	3	-5	-16	-9	9	-6	9	2	-9	-5
CCN(CC)C(=O)C1=C(C)N(Cc2ccccc2)C(=O)C(CC(=O)NC2CCCC2)C1 (configuration not stated)	-9	8	-5	1	3	-6	2	8	-1	-26	-8
CCN1CCN(C(=O)c2cc3cc([N+](=O)[O-])ccc3oc2=O)CC1	-6	-43	-1	2	-89	5	-11	-7	-80	0	2
COc1cc(OC)cc(C2=Cc3ccc(OC)cc3C(CC(C)=O)N2c2ccc(C#CC3(N)CCCCC3)cc2)c1 (configuration not stated)	41	/	2	2	/	-14	-1	/	-8	11	/
CCSc1ccccc1-c1nc(-c2ccncc2)no1	-9	-21	-3	-24	-1	-36	-11	-32	-1	2	-6
CS(=O)(=O)N(CC(=O)Nc1ccc(F)cc1F)C1CCCCC1	-1	2	3	4	7	-5	-2	82*	1	-9	4
CCCC(=O)C1C(=O)CC(C)(C)C(c2cc(C)no2)C1=O (configuration not stated)	-6	5	-15	-6	-8	17	9	3	8	11	-13
COCCOC(=O)C1=C(C)NC(=O)NC1c1ccc(OC(=O)c2ccco2)c(OC)c1 (configuration not stated)	0	22	-3	6	-4	6	-4	1	-2	11	-14
N#Cc1cccc(NC(=O)CCN2C(=O)C3CCCCC3C2=O)c1 (configuration not stated)	4	-6	-11	-6	-7	5	-9	-5	2	0	-13
Cc1cccc(C(=O)N2CCCCCC2)c1[N+](=O)[O-]	4	13	-17	1	4	12	-1	-1	1	-13	-23
COCC(=O)N(c1ccccc1)C(C)C(=O)OC (configuration not stated)	-3	7	3	5	0	12	16	-12	-1	-53	-2
O=C(Nc1ccc2c(c1)OCO2)C1CCCN1C(=O)Nc1ccccc1 (configuration not stated)	5	2	1	-7	-31	14	34	-11	17	-22	1
Cc1cc(=O)n(CCc2ccccc2)c(O)c1C#N	-3	4	-7	3	-26	10	10	-3	8	-9	10
COc1ccc2c(c1)CO[C@]21O[C@H](CCO)C[C@H](O)[C@H]1O	3	-14	-16	1	8	1	23	/	10	9	/
CC1CN(Cc2ccccc2)c2nc3c(c(=O)[nH]c(=O)n3C)n2C1 (configuration not stated)	7	26	0	4	10	-13	7	4	6	-11	4
CC(=O)N1c2ccc(S(=O)(=O)NCCC(=O)NCc3ccc(N(C)C)cc3)cc2CC1C (configuration not stated)	-2	-15	1	8	9	11	-21	3	15	-3	13
O=C(CCC(=O)OCCCC(F)(F)C(F)(F)F)Nc1ccc(Cl)cc1Cl	-20	8	-3	1	7	0	15	0	6	-15	2
O=C(Nc1ccc(Br)cc1)C1CC(O)CN1C(=O)OCc1ccccc1 (configuration not stated)	-18	2	-1	1	-4	-9	31	?	-5	2	-8
CC(C)C1Oc2cc3oc(=O)ccc3cc2C1=O (configuration not stated)	-2	5	9	1	-16	0	-12	-5	-1	8	-4
C=CCN1C(=O)C(O)(CC(=O)c2ccc(OC)cc2OC)c2cc(Br)ccc21 (configuration not stated)	-6	-20	5	3	-4	-4	18	0	-7	2	-9
CCOc1ccc(Nc2cc(=O)n(C)c(=O)n2C)cc1	13	-28	-4	-6	3	5	-12	-6	0	-30	-7
CCn1c(Cc2ccccc2)nnc1SCC(=O)Nc1ccccc1	4	0	-4	3	1	9	6	-1	-34	-4	-1
CC(C)(C)c1ccc(C(=O)OC/C(O)=C(\C#N)c2nc3ccccc3s2)cc1	1	11	-2	48	-6	0	21	2	4	-12	-5
CC(O)c1nc2ccccc2n1Cc1ccccc1 (configuration not stated)	2	-15	-5	19	5	19	2	4	-12	4	5
O=C(COC(=O)CCC(=O)c1ccc(F)cc1)Nc1nnc(-c2ccccc2)o1	10	3	-7	-6	2	-6	6	3	-10	14	4
COCC(C)NC(=O)C(C)N1c2cccc3cccc(c23)S1(=O)=O (configuration not stated)	-5	-15	5	10	2	2	4	3	12	21	-8
CC(C)(C)N=C1NN=C(c2ccc(Cl)cc2)CS1	5	-41	-15	62*	-54	16	65*	-9	-37	-6	4

# An excerpt from above in order of heavy-atom count, highest first:
molecule	C8 TRAIL sens	SRC3 inh	NOD2-RIPK2 inh	TROY NFkB inh	SRC1 inh	NR2F2 inh	TWEAK Fn14 block	LMP1 NFkB inh	LRH-1 inv ag	NCOA2 inhibitor	TLR9-MyD88 inh
CC(=O)N1c2ccc(S(=O)(=O)NCCC(=O)NCc3ccc(N(C)C)cc3)cc2CC1C (configuration not stated)	-2	-15	1	8	9	11	-21	3	15	-3	13
CC(C)(C)c1ccc(C(=O)OC/C(O)=C(\C#N)c2nc3ccccc3s2)cc1	1	11	-2	48	-6	0	21	2	4	-12	-5
CC(C)(C)N=C1NN=C(c2ccc(Cl)cc2)CS1	5	-41	-15	62*	-54	16	65*	-9	-37	-6	4

# Further structures:
molecule	C8 TRAIL sens	SRC3 inh	NOD2-RIPK2 inh	TROY NFkB inh	SRC1 inh	NR2F2 inh	TWEAK Fn14 block	LMP1 NFkB inh	LRH-1 inv ag	NCOA2 inhibitor	TLR9-MyD88 inh
COc1ccc(S(=O)(=O)N(C)C)cc1NC(=O)COC(=O)CC1CCCC1	-6	10	-4	12	-11	10	2	-6	-3	-6	-5
CN1CCN(c2nc3c(c(=O)[nH]c(=O)n3C)n2Cc2ccc([N+](=O)[O-])cc2)CC1	1	-22	11	-8	3	8	-10	-2	-8	-15	-14
O=C(Nc1ccccc1)Nc1ccc(Nc2ccccc2)cc1	-4	-34	8	-62	-61	-44	-29	/	-96	-49	/
C[C@H]1COc2cccc(N3CCSCC3)c2S(=O)(=O)N1	-3	/	-7	-1	/	2	4	/	3	0	/
O=C(CCl)Nc1ccc2c(c1)OCO2	7	7	0	-15	-59	-8	12	-13	46	31	6
CCN(CC)c1ccc(C(=O)O)cc1	-7	3	-8	9	11	13	-3	2	-5	-1	-6
O=C(N/N=C/c1ccc(N2CCOCC2)cc1)c1ccncc1	-6	-17	3	-12	-14	12	-5	-1	-4	-4	-3
CC(=O)N1CCN(c2ccc(NCc3ccccc3)cc2)CC1	0	12	-12	4	-9	-7	3	5	30	6	0
COc1ccc(Cc2nnc(NC(=O)c3c(-c4ccccc4)noc3C)s2)cc1	-1	-7	1	6	-5	0	-36	53*	21	-18	5
COc1cccc(NC(=O)Nc2cccc(C)n2)c1	0	-78	-3	-35	-57	-23	7	-15	-69	-52	-14
CCN=C1SC(C(=O)Nc2cc(Cl)cc(Cl)c2)CC(=O)N1CC (configuration not stated)	-2	16	-3	-3	2	6	5	-10	10	13	8
CCCCNc1c(-c2ccc(-c3ccc(C(C)=O)cc3)c(OC)c2)nc2cnccn12	2	-15	23*	-10	-20	/	-6	-17	-37	/	9

# As entered above.
# O=C(CCl)Nc1ccc2c(c1)OCO2 – LRH-1 inv ag: 46
# CC(=O)N1CCN(c2ccc(NCc3ccccc3)cc2)CC1 – LRH-1 inv ag: 30

# Structural class, the compounds so far containing a cyano group
molecule	C8 TRAIL sens	SRC3 inh	NOD2-RIPK2 inh	TROY NFkB inh	SRC1 inh	NR2F2 inh	TWEAK Fn14 block	LMP1 NFkB inh	LRH-1 inv ag	NCOA2 inhibitor	TLR9-MyD88 inh
N#Cc1cccc(NC(=O)CCN2C(=O)C3CCCCC3C2=O)c1 (configuration not stated)	4	-6	-11	-6	-7	5	-9	-5	2	0	-13
Cc1cc(=O)n(CCc2ccccc2)c(O)c1C#N	-3	4	-7	3	-26	10	10	-3	8	-9	10
CC(C)(C)c1ccc(C(=O)OC/C(O)=C(\C#N)c2nc3ccccc3s2)cc1	1	11	-2	48	-6	0	21	2	4	-12	-5

# (listing goes on)
molecule	C8 TRAIL sens	SRC3 inh	NOD2-RIPK2 inh	TROY NFkB inh	SRC1 inh	NR2F2 inh	TWEAK Fn14 block	LMP1 NFkB inh	LRH-1 inv ag	NCOA2 inhibitor	TLR9-MyD88 inh
CCN(CC(=O)Nc1ccc(S(=O)(=O)N2CCCCC2)cc1)Cc1ccccc1	17	5	-15	-17	-16	-10	-6	-18	14	11	-2
O=C(Nc1nnc([C@@H]2C[C@H](O)[C@@H](CO)O2)s1)Nc1cccc2ccccc12	-3	-14	2	16	0	-3	45	/	17	-8	/
Cc1ccc(CCNC(=O)C2CCN(S(=O)(=O)N3CCCCC3)CC2)cc1	2	-11	0	-7	-12	-2	10	-5	17	-1	3
Cc1csc(NC(=O)C2CCCCN2S(=O)(=O)c2ccccc2)n1 (configuration not stated)	-11	9	-15	18	-8	7	21	-8	5	10	7
CC1(C)OC2CC3C4CCC5=CC(=O)C=CC5(C)C4(F)C(O)CC3(C)C2(C(=O)CO)O1 (configuration not stated)	12	-27	-12	18	-23	-44	3	/	-21	-28	/
CCn1c(N2CCN(S(=O)(=O)c3ccccc3C(F)(F)F)CC2)nc2ccccc21	47	-7	9	11	7	3	17	-1	-12	9	1
Cc1ccc(C(=O)NC(=S)NCCCN2CCOCC2)cc1	0	-15	0	-11	-14	9	2	-6	-17	-9	4
Nc1nc(-c2ccco2)nn1C(=O)c1ccc(F)cc1	5	16	-11	2	-10	-4	21	0	5	12	6
COc1cc(-n2c(C)nc3cccnc32)c(Cl)cc1C(=O)O	-2	-5	-1	-13	-25	2	-12	-93	-48	-1	6

# Assay outcomes (PubChem)
